Bioassay records (PubChem BioAssay)
IDE act = IDE (human) activation, cell-based | HEK cells, FAbeta-B cleavage, fluorescence polarization; 0% vehicle, 100% cell-free pure enzyme wells | activation, % at 5.96 µM | actives 0.073% (n = 340,000);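 active = activation above the mean of all tested compounds plus 3 SD, set per screening campaign, cut at about 17% in these data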
Target sequence (P14735 whole entry, looked up): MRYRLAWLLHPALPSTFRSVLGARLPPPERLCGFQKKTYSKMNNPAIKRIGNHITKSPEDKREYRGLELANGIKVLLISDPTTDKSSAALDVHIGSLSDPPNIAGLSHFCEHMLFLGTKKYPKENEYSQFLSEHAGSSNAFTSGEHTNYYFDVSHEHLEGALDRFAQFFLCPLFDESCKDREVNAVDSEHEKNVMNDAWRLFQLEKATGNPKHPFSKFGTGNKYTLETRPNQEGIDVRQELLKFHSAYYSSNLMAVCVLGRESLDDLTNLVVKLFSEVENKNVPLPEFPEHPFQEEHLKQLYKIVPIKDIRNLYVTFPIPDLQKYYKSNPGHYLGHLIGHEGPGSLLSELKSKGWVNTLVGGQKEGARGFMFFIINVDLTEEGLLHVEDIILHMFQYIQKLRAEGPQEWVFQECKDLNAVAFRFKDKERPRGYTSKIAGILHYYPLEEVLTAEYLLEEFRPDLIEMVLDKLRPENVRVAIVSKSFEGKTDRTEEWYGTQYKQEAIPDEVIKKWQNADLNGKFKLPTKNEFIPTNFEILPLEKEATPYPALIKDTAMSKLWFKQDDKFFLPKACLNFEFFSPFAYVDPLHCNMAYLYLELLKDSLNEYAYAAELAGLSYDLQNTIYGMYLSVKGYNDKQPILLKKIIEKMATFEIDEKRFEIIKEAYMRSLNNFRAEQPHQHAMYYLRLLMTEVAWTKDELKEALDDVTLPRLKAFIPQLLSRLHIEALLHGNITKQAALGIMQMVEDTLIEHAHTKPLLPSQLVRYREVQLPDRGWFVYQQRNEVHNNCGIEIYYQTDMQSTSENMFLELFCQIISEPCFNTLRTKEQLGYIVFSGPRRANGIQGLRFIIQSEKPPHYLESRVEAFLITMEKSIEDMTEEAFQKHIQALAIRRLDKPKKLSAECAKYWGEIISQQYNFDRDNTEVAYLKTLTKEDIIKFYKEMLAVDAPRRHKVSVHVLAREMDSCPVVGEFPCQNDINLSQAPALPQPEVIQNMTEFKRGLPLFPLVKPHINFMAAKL
IDE inh = inhibitors of human insulin-degrading enzyme in cells; HEK cells, FAbetaB cleavage, fluorescence polarization; actives 0.41% (n = 320,000); inhibition, % at 5.59 µM; P14735;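 active = percent inhibition above the average of all tested compounds plus 3 SD, set per screening campaign, cut at about 16% in these data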;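 also: IDE supplied by intact live HEK cells; FP after avidin binding of uncleaved biotin substrate so inhibition keeps polarization high; 0% = DMSO wells and 100% = 60 µM reference IDE inhibitor Ii1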
An asterisk follows results filed as active.

Order of values – IDE act | IDE inh
O=C1c2ccc(-c3ccc(Cl)c(C(F)(F)F)c3)cc2S(=O)(=O)c2cccc(C(=O)N3CCN(c4ncc(Br)cn4)CC3)c21
 : 1 | 0
COc1ccc(NC(=O)N(C)C[C@H]2Oc3c(NC(=O)NC4CCCCC4)cccc3C(=O)N([C@H](C)CO)C[C@@H]2C)cc1
 : 1 | 3
CC(=O)c1ccccc1NC(=O)COC(=O)C1CCCN1S(=O)(=O)c1ccccc1F (stereo not drawn)
 : 3 | -1
COC(=O)[C@]1(C)N[C@H](CN(C)S(=O)(=O)c2ccc(C(F)(F)F)cc2)[C@@H]2C(=O)N(C)C(=O)[C@@H]21
 : 2 | 9
CCOC(=O)N1CCN(C(=O)COC(=O)c2ccccc2NCCO)CC1
 : 2 | 0
C=CCOc1ccc(/C=C/C(=O)OCC(=O)NCCCc2ccccc2)cc1
 : -1 | 6
CCCCCC(=O)Nc1cccc(S(=O)(=O)NC2=NCCCCC2)c1
 : 2 | -2
N#Cc1ccccc1Oc1ccc(S(=O)(=O)N2CCCCC2)cn1
 : 3 | 0
CC(Sc1n[nH]c(N)n1)C(=O)Nc1cccc2ccccc12 (stereo not drawn)
 : -2 | -5
Cc1ccc(C(=O)NCC(=O)OCC(=O)N(CC(C)C)c2c(N)n(Cc3ccccc3)c(=O)[nH]c2=O)cc1
 : 3 | 11
COCCCN(C(=O)CSCc1ccc(C)cc1)c1c(N)n(Cc2ccccc2)c(=O)[nH]c1=O
 : 4 | -1
COc1cccc(-c2ncc3ccccc3c2COC(=O)N2CCCCC2)c1
 : -1 | 2
C=CC[C@@H](Cc1ccc(F)cc1)C(=O)OC[C@@H]1CCCN1C(=O)[C@H](CC=C)CC(=O)NCCO
 : 1 | 0
CC(=O)Nc1ccc(NC(=O)C(C)OC(=O)c2ccc(-n3cnnn3)cc2)cc1 (stereo not drawn)
 : 2 | 2
CS(=O)(=O)c1ccc(NC(=O)c2ccc3c(c2)S(=O)(=O)N=C2CCCCCN23)cc1
 : -6 | 0
O=C(CCS(=O)(=O)c1ccc(F)cc1)Nc1ccc(N2CCN(Cc3ccccc3)CC2)cc1
 : -3 | 2
CCCCN(C(=O)CSc1nn(-c2ccc(F)cc2)c(=S)s1)c1c(N)n(CCCC)c(=O)[nH]c1=O
 : 3 | -2
Cc1ccc(NS(=O)(=O)c2ccc(NC(=O)c3ccccc3C(=O)O)cc2)c(C)c1
 : 4 | 7
CN(C(=O)c1ccc(NC(=O)Cc2cccc([N+](=O)[O-])c2)cc1)C1CCCC1
 : 3 | 3
O=C(CSc1nnc(N2CCCC2)n1-c1ccccc1Cl)N1CCN(c2ccccn2)CC1
 : 4 | -3

One compound at a time, from the list above. Order of screens: IDE act	IDE inh
`CC(Sc1n[nH]c(N)n1)C(=O)Nc1cccc2ccccc12` (stereo not drawn) in the list: -2	-5
`Cc1ccc(NS(=O)(=O)c2ccc(NC(=O)c3ccccc3C(=O)O)cc2)c(C)c1` in the list: 4	7
`COCCCN(C(=O)CSCc1ccc(C)cc1)c1c(N)n(Cc2ccccc2)c(=O)[nH]c1=O` in the list: 4	-1
`CC(=O)c1ccccc1NC(=O)COC(=O)C1CCCN1S(=O)(=O)c1ccccc1F` (stereo not drawn) in the list: 3	-1
`CS(=O)(=O)c1ccc(NC(=O)c2ccc3c(c2)S(=O)(=O)N=C2CCCCCN23)cc1` in the list: -6	0

The listing continues:
Order of values – IDE act | IDE inh
CSCCC(NC(=O)c1ccccc1)C(=O)NCCCSc1ccccc1 (stereo not drawn)
 : 3 | -3
CCc1ccc(S(=O)(=O)Nc2ccc(-c3ccc4nncn4n3)cc2)s1
 : 2 | -2
Cc1ccc(C(=O)OCC(=O)c2c(N)n(C)c(=O)n(C)c2=O)cc1S(=O)(=O)N1CCOCC1
 : 2 | 2
CC(=O)c1cccc(-c2csc(N3CCC(C(N)=O)CC3)n2)c1
 : 0 | 5
CC(C)CCC1(C)NC(=O)N(CC(=O)Nc2ccc3c(c2)OCCO3)C1=O (stereo not drawn)
 : -3 | 8
C=CCn1c(SCC(=O)N(CC)C2CCS(=O)(=O)C2)nnc1-c1ccccc1 (stereo not drawn)
 : 3 | -3
Cc1cc(C)c2nc(NC(=O)CN3C(=O)NC4(CCCC4)C3=O)sc2c1
 : 1 | 1
CCOc1ccc(S(=O)(=O)Nc2ccc(C(=O)NCC(C)(C)N3CCOCC3)cc2)cc1
 : 0 | 0
CN(CC(=O)Nc1cccc(F)c1)C(=O)/C=C/c1cc(Br)ccc1OC(F)F
 : -2 | -1
CC1CCC(NC(=O)c2cc3ccccc3cc2O)CC1 (stereo not drawn)
 : 1 | 1
COc1ccc(CCNc2cc(N3CCN(C(=O)c4ccccc4OC)CC3)ccc2[N+](=O)[O-])cc1OC
 : 5 | -7
Cc1cc(Cl)ccc1NC(=O)COC(=O)CCNS(=O)(=O)c1ccccc1
 : 3 | -2
CC(C)(C)OC(=O)C[C@@H]1C/C=C\C[C@@H](CC(=O)N[C@H](CO)Cc2ccccc2)C(=O)N2CCC[C@H]2COC1=O
 : 4 | 3
CCCN(CC(=O)Nc1ccccc1C)C(=O)/C=C/c1ccc(S(=O)(=O)N2CCCCCC2)cc1
 : -1 | 11
CCN1CCN(c2ccc(S(=O)(=O)N3CCOCC3)cc2NC(=O)CC(C)C)CC1
 : 3 | 1
Nc1ccc2sc(N)nc2c1
 : 1 | 2
COc1ccccc1N1CCN(C(=O)CSc2nnc(C)n2C2CC2)CC1
 : 6 | -7
CCOc1ccccc1Nc1nnc(SCC(=O)NC2CCS(=O)(=O)C2)s1 (stereo not drawn)
 : -1 | -6
CN(CC(=O)Nc1cccc(F)c1)C(=O)CC1CCCCC1
 : 0 | -4
NC(=O)c1ccc(-c2c(-c3ccccc3)sc3ccccc23)cc1
 : -1 | -2
O=C(NCc1ccncc1)c1cccc(S(=O)(=O)N2CCc3ccccc32)c1
 : -2 | 1
CC(OC(=O)c1cc(S(=O)(=O)N2CCOCC2)ccc1F)C(=O)NCc1ccc2c(c1)OCO2 (stereo not drawn)
 : 3 | -9
Nn1c(SCC(=O)NCc2ccc3c(c2)OCO3)nnc1C(F)(F)F
 : 6 | 0
C#CCOCCOCCOCCNc1nc(N2CCN(C(=O)[C@H](CCC(=O)O)n3cc(CN)nn3)CC2)nc(N2CCN(C(=O)[C@H](CCC(=O)O)n3cc(CN)nn3)CC2)n1
 : 2 | 0
CC(C)(C)c1ccc(C(=O)OCC(=O)NCc2ccco2)cc1
 : -2 | -3
CCn1c(SCC(=O)Nc2sccc2C(N)=O)nnc1C1CC1
 : 2 | -3
CC(=O)NC(C)c1cc(Cl)c2ccccc2c1O (stereo not drawn)
 : -2 | 7
COCCN(C(=O)COC(=O)c1ccc(C)o1)c1c(N)n(Cc2ccccc2)c(=O)[nH]c1=O
 : 7 | 5
CCOC(=O)c1ccc(S(=O)(=O)NC2CCC(C)CC2)cc1 (stereo not drawn)
 : -4 | -1
CCN(Cc1ccccc1)C(=O)COC(=O)c1c(C)nsc1NC
 : -2 | -1
CCCN(CC(=O)Nc1ccccc1OC)C(=O)c1cccc(S(=O)(=O)NCc2ccccc2)c1
 : 5 | -4
Cc1nc(NC(=O)COC(=O)[C@@H](NC(=O)c2ccco2)C(C)C)c(Cl)cc1Cl
 : 6 | 4
COCC(=O)N(C)C[C@H]1N[C@@](C)(C(=O)OC)[C@H]2C(=O)N(C)C(=O)[C@@H]12
 : 4 | -2
CC1CC(C)CN(C(=O)CN2C(=O)NC(C)(C)C2=O)C1 (stereo not drawn)
 : 0 | 1
Cn1nc(C(=O)Nc2ccc(Cl)c(S(=O)(=O)N3CCOCC3)c2)c2ccccc2c1=O
 : 0 | 3
Cc1ccc2c(c1)C1CN(C)CCC1N2S(=O)(=O)c1cc(C(F)(F)F)ccc1Cl (stereo not drawn)
 : -2 | 3
CCOc1ccccc1Nc1nnc(SCC(=O)N(C)C2CCS(=O)(=O)C2)s1 (stereo not drawn)
 : -2 | 1
CCCNC(=O)C(Cc1cccc(Br)c1)NC(=O)c1ccc(C#N)cc1 (stereo not drawn)
 : -1 | 4
COc1ccc(NC(C)=O)cc1S(=O)(=O)N1CC=C(c2ccccc2)CC1
 : 1 | 1
Cc1cc(C(=O)CN2C(=O)C(=O)N(Cc3ccco3)C2=O)c(C)n1CCc1ccccc1
 : 2 | -6
COc1ccc(NC(=O)CC2SC(N3CCOCC3)=NC2=O)cc1OC (stereo not drawn)
 : -3 | -6
CC1CN(S(=O)(=O)c2cccc(C(=O)NCc3ccccn3)c2)CC(C)O1 (stereo not drawn)
 : 1 | 1
O=C(NC1CCCCC1)c1cc(S(=O)(=O)N2CCN(c3ccccc3)CC2)ccc1Cl
 : -1 | 3
CC(C)NC(=O)c1onc(CSc2ccc(F)cc2)c1C(=O)NC(C)C
 : 1 | 3
CCC1(c2ccc(Cl)cc2)NC(=O)N(CC(=O)NC2(C#N)CCCCC2)C1=O (stereo not drawn)
 : 5 | 0
CC(=O)N/C(=C\c1ccccc1)C(=O)OCC(=O)NC(=O)c1ccccc1
 : 4 | -1
Cc1ccc(NC(=O)c2nc[nH]c2C(=O)NC2CCN(C(=O)OC(C)(C)C)CC2)cc1
 : -2 | -2
COc1ccccc1NS(=O)(=O)c1ccc(C)c(C(=O)NCc2cccnc2)c1
 : -1 | 1
O=C(CN1CCN(S(=O)(=O)c2ccc(C(F)(F)F)cc2)CC1)N1CCNC1=O
 : 15 | -5
COc1ccccc1C(=O)NCC(=O)N1CCN(S(=O)(=O)c2ccc3c(c2)OCCO3)CC1
 : 0 | 2
CCCn1c(=NC(=O)CCS(=O)(=O)c2ccccc2)sc2cc(S(N)(=O)=O)ccc21
 : 1 | 7
CCCn1nc(C(=O)OCc2nc(N)nc(Nc3ccccc3C)n2)c2ccccc2c1=O
 : 1 | 1
CCOc1ccc(NC(=O)C2CC(=O)N(CCc3ccccc3)C2)cc1OC (stereo not drawn)
 : 0 | 6
O=C(COC(=O)CCCOc1ccccc1)NC1CCS(=O)(=O)C1 (stereo not drawn)
 : 3 | 0
Cc1ccc(NC(=O)CN(C)C(=O)c2ccc(COc3ccccc3)cc2)cc1
 : 2 | -2
CC1(C)Cc2c(C#N)c(SCC(=O)O)nc(N3CCOCC3)c2CO1
 : 4 | 1
Cc1ccc(C(=O)OCC(=O)NC2CC2)cc1S(=O)(=O)N1CCOCC1
 : 1 | 4
COc1ccc(N2CCN(C(=O)CSc3nc4nc(C)cc(C)n4n3)CC2)cc1
 : 2 | 2
COc1cc(OC)c(N(C)S(=O)(=O)c2cccc(C(=O)OCC(=O)N3CCOCC3)c2)cc1Cl
 : 5 | 1
O=C(NCc1ccccc1Cl)C1=CC=CN2CCS(=O)(=O)N=C12
 : 2 | -2

Continued:
canonical_smiles | IDE act | IDE inh
C[C@H](CO)N1C[C@H](C)[C@@H](CN(C)C)Oc2c(NS(=O)(=O)c3ccccc3)cccc2C1=O | 2 | -3
O=C(COC(=O)c1cccnc1Cl)NC1CCCCCC1 | -5 | 3
O=C(O)CN1C(=O)N/C(=C\c2cccn2-c2ccc(P(=O)(O)O)cc2)C1=O | 4 | 0
CCCCOc1ccc(C(=O)NCC(=O)N2CC(C)CC(C)C2)cc1 (stereo not drawn) | -4 | 6
CCC1(c2ccc(F)cc2)NC(=O)N(CC(=O)N2c3ccccc3NC(=O)C2(C)C)C1=O (stereo not drawn) | 7 | -3
CCc1ccc(C2C(=O)c3ccccc3C2=O)cc1 | 3 | 2
Cc1noc(C(C)C)c1C(=O)Nc1ccc(-c2nnc3n2CCCCC3)cc1 | -5 | 2
CNc1snc(C)c1C(=O)OC(C)C(=O)Nc1ccc(F)cc1 (stereo not drawn) | 4 | 2
COc1ccc([C@@H]2CC(=O)c3c(O)cc(O)cc3O2)cc1O | 5 | 0
CCOc1ccccc1C(=O)OCC(=O)Nc1cccc(S(=O)(=O)N2CCCC2)c1 | 3 | 1
O=S(=O)(/N=C(/Nc1nc2ccccc2s1)c1ccccc1)c1ccccc1 | 3 | 2
Cc1ccc(C)c(S(=O)(=O)N2CCN(C(=O)CCNC(=O)c3ccc(Br)cc3)CC2)c1 | 5 | 2
CCS(=O)c1ccccc1C(=O)OCC(=O)Nc1cccc(S(=O)(=O)N2CCCCC2)c1 (stereo not drawn) | 4 | -4
CCCCn1c(N)c(N(CC(C)C)C(=O)C2CCN(S(=O)(=O)c3ccc(OCC)cc3)CC2)c(=O)[nH]c1=O | 5 | 3
CC1CCCC(NC(=O)CNC(=O)c2cccs2)C1C (stereo not drawn) | -4 | -1
Cc1c(Cl)cccc1NC(=O)COC(=O)Cn1cnc2c1c(=O)n(C)c(=O)n2C | -1 | -3
Cc1ccc(S(=O)(=O)CCC(=O)OCC(=O)NCCc2ccc(S(N)(=O)=O)cc2)cc1 | 4 | -2
CC(=O)N(CCCNC(=O)c1ccccc1)C(=O)c1ccccc1 | 6 | 5
Fc1cccc(CCN2CCNC[C@@H]2c2ccccc2)c1 | 8 | 1
O=C(COC(=O)c1c[nH]c2ccccc12)NC1CCCC1 | 0 | -6
C=CC[C@H](CC(=O)N(CCO)Cc1ccccc1)C(=O)NC[C@H](OC(=O)[C@@H](CC=C)CC(=O)OC(C)(C)C)c1ccccc1 | 9 | -5
Cc1ccc(S(=O)(=O)N(C)CC(=O)N2CCCCCCC2)cc1 | 6 | 2
O=C(CN1c2cccc3cccc(c23)S1(=O)=O)Nc1ccc(F)c(F)c1F | -2 | 5
COc1cccc2sc(N3CCN(C(=O)c4cccs4)CC3)nc12 | 4 | 1
CCCN(C(=O)c1nc2nccc(C)n2n1)c1c(N)n(Cc2ccccc2)c(=O)[nH]c1=O | -5 | -7
N#Cc1ccccc1OCC(=O)NNC(=O)c1ccncc1 | 4 | -1
Cc1cccc2c(N=NC(=O)c3ccc(NS(=O)(=O)c4cccs4)cc3)c(O)[nH]c12 | -5 | 1
COc1ccc(C(C)=O)cc1COC(=O)CCC(=O)c1cccs1 | -3 | -3
O=C(NC1CCCCCCC1)c1c(Cl)cccc1Cl | -1 | 3
CN(C)S(=O)(=O)c1ccc(C(=O)NNC(=O)c2ccccc2-n2cccc2)cc1 | 2 | -4
CCC(=O)c1ccc(OCC(=O)NC2CCCC2)cc1 | 4 | -2
COc1cccc(NC(=O)CSc2nc(=O)n(CCN(C)C)c3c2CCCC3)c1 | 6 | -1

These rows are one share of the data. The share of hits here may be higher or lower than overall.
